Screening results as filed in PubChem.
miR122 inh = inhibitors of miR-122 in Huh7 cells | AID 602342 | 340,000 compounds, 0.3% hits | activation (reporter increase), % at 12.5 µM | Huh7 miR-122 Renilla luciferase sensor, 48 h; neutral wells = 0, positive control = 100;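 active = mean replicate activation score at least 90 and every replicate individually at or above 90; inconclusive = only one of the two criteria met; inactive = neither criterion met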;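 also: higher luciferase means less miR-122 activity so hits act as miR-122 inhibitors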
DENV2 CPE rescue = inhibitors of DENV2 cytopathic effect | DENV2-infected cells, cytopathic effect rescue, plate reader | CPE inhibition, % at 9.99 µM | 350,000 compounds, 1.7% hits; in the data active = CPE inhibition above about 20%, passing the limit was not always enough; inconclusive = no clear call, values can overlap the other calls; tested in BHK-21 cells;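 also: 0% = median of neutral control wells and 100% = median of positive control wells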
CFTR F508del cor = correctors of CFTR F508del function in bronchial epithelial cells; CFBE cells, YFP halide quenching; stimulated with forskolin plus potentiator P3; % fluorescence drop versus neutral controls; activity (quench increase), % at 7.58 µM; 350,000 compounds, 0.36% hits; AID 720511;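 active = mean added fluorescence quench of at least 8% versus neutral control, with both replicates also reaching 8%; inconclusive = only one of the mean or replicate conditions met; inactive = mean below 8% and not both replicates reaching 8%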;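 also: cells transiently co-express mutant CFTR-F508del with the halide-sensitive YFP; corrector assay measuring rescue of mutant channel to the surface after 24 h compound exposure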
Numbers without * were called inactive; ? = inconclusive; / = no result given; & = joins results of further samples; [ ] = another dose, or the depositor's remark. These rows are one share of the data; count on the stated rates, not on these rows.

Compound	CFTR F508del cor	DENV2 CPE rescue	miR122 inh
COc1ccc(C2C(C(=O)N3CCC4(CC3)OCCO4)CC(=O)N2c2ccc(OC)cc2)cc1 (stereo not drawn)	/	/	-2.1
COc1ccc(CN2CCN(Cc3ccccc3)CC2)c(OC)c1	/	/	2.9
CCOC(=O)C1=C(C)OC(N)=C(C(=O)OCC)[C@@]12C(=O)N(CC(N)=O)c1ccccc12	/	/	1.2
COc1ccc2c(c1)c(C(=O)CN1CCN(C)CC1)c(C)n2Cc1ccccc1	/	/	-0.5
CC(C(=O)c1c[nH]c2ccccc12)N1CCSCC1 (stereo not drawn)	/	/	-0.3
C=CCN1C(=O)C2(C(C(=O)OCC)=C(N)Oc3ccccc32)C2=C1CCCC2=O (stereo not drawn)	/	/	-3.3
Fc1ccccc1CCNCc1ccccc1	/	/	-3.5
Cc1ccc(O)c(CN2CCN(c3ccccc3)CC2)c1	/	/	0.7
Cc1ccccc1OCCN=Cc1c(O)n(C)c(=O)n(C)c1=O	/	/	-0.2
COc1ccc(C=C2C(=O)N(C)C(=O)N(C)C2=O)cc1CSc1ccccn1	/	/	0.6
C=CCN1C(=O)NC(=O)/C(=C/c2ccoc2)C1=O	/	/	-5.6
CC(=O)NC1CC2CCCC(C1)N2 (stereo not drawn)	/	/	-2.1
CCOc1ccc(CN(CCCl)CCCl)cc1C(=O)OC	/	/	6.4
O=c1c2ccccc2nc(CSc2ncnc3nc[nH]c23)n1-c1ccc(Cl)c(Cl)c1	/	/	-0.8
COC(=O)C1=C(c2ccc(F)cc2F)C[C@@H]2CC[C@H]1N2C(=O)NCCOc1ccc(OC)cc1	/	/	3.2
CC(C)COc1ccc(C2(C#N)CC[N+](C)(C)CC2)cc1	/	/	-0.1
COCCNC(=O)c1c(N)n(CCC(C)C)c2nc3ccccc3nc12	/	/	10.3
CCCC12CN3CC(CCC)(CN(C1)C3c1ccccn1)C2=O (stereo not drawn)	/	/	0.1
CC1CCN(CC(=O)c2ccccc2Cl)CC1	/	/	-1.0
O=C(CN1CCOCC1)Nc1ccc(Br)cc1C(=O)c1ccccc1	/	/	100.4*
O=C1/C(=C/c2ccc([N+](=O)[O-])cc2)N2CCC1CC2	/	/	-1.7
O=C(C(Cc1ccccc1)NS(=O)(=O)c1ccc(F)cc1)N1CCC2(CC1)OCCO2 (stereo not drawn)	/	/	0.6
Cc1ccc[n+](CC(O)Cn2c3ccccc3c3ccccc32)c1 (stereo not drawn)	/	/	-1.4
O=c1[nH]c(=S)n(CCC2=CCCCC2)c(O)c1C=NCCCn1ccnc1	/	/	-7.2
CCCNC(=O)c1c(N)n(CC2CCCO2)c2nc3ccccc3nc12 (stereo not drawn)	/	/	1.7
Cn1c(O)c(C(c2ccncc2)c2c(O)n(C)c(=S)n(C)c2=O)c(=O)n(C)c1=S	/	/	2.5
CCOc1cc2[nH]c(=S)n(CCCC(=O)N3CCC4(CC3)OCCO4)c(=O)c2cc1OCC	/	/	-2.6
COc1ccc(C(CC(=O)N2CCC3(CC2)OCCO3)NS(=O)(=O)c2ccc(OC)cc2)cc1 (stereo not drawn)	/	/	-3.5
CCCCn1c(O)c(C(C)=Nc2ccc(C(=O)O)cc2)c(=O)[nH]c1=O	/	/	1.5
COCCCn1c(N)c(C(=O)OC(C)COC)c2nc3ccccc3nc21 (stereo not drawn)	/	/	-0.5
CCC(=NCC1CCCO1)c1c(O)n(-c2ccccc2)c(=O)[nH]c1=O (stereo not drawn)	/	/	1.8
CC(C)N1C(=O)CC2(CC[N+](C)(CCOC(=O)C(O)(c3ccccc3)c3ccccc3)CC2)C1=O (stereo not drawn)	/	/	-5.9
Cc1cccc(C(=O)NC(Oc2ccccc2)C(Cl)(Cl)Cl)c1 (stereo not drawn)	/	/	-0.2
Cc1[nH]c2ccccc2c1CCCNC1CCCCC1	/	/	-1.3
CP(=O)(O)CCCN	/	/	-1.6
O=C(c1cc(-c2ccc(Cl)cc2)n(-c2ccc(Cl)cc2Cl)n1)N1CCOCC1	/	/	-0.2
S=C1CN=C(c2ccccc2)c2cc(Cl)ccc2N1	/	/	2.5
Cc1cccc(N2C(=O)NC(=O)/C(=C\c3cnn(-c4ccccc4)c3)C2=O)c1	/	/	-1.1
COc1ccc(CCC(C)NCCc2ccccc2)cc1 (stereo not drawn)	/	/	8.8
COc1ccc(-c2nc3ccccc3c(=O)n2-c2nccs2)cc1	/	/	2.3
c1ccc(CCn2nnnc2CN2CCC(n3nnc4ccccc43)CC2)cc1	/	/	4.1
O=C(Nc1ccc(F)cc1)N1CC2CC(C1)c1cccc(=O)n1C2 (stereo not drawn)	/	/	-12.0
Cc1cccc(C(=O)Nc2ccc3c(c2)CC2(C(=O)N(C)C(=O)N(C)C2=O)C2CCCN32)c1 (stereo not drawn)	/	/	0.5
CC(C)N(CC(O)c1cccc([N+](=O)[O-])c1)C(C)C (stereo not drawn)	/	/	6.3
CCCOC(=O)c1c(N)n(Cc2cccs2)c2nc3ccccc3nc12	/	/	-4.0

A few values from the results shown.
For miR122 inh, O=c1[nH]c(=S)n(CCC2=CCCCC2)c(O)c1C=NCCCn1ccnc1 has the entry -7.2
For miR122 inh, Fc1ccccc1CCNCc1ccccc1 has the entry -3.5
For miR122 inh, O=C(C(Cc1ccccc1)NS(=O)(=O)c1ccc(F)cc1)N1CCC2(CC1)OCCO2 (stereo not drawn) has the entry 0.6

Carrying on.
Compound	CFTR F508del cor	DENV2 CPE rescue	miR122 inh
CCC(=NCCCO)c1c(O)n(-c2ccc(OC)cc2)c(=O)[nH]c1=O	/	/	-2.9
C=CCn1c(O)c(C(C)=NCCC2=CCCCC2)c(=O)[nH]c1=O	/	/	-1.0
COC(=O)C(O)(c1c(C)[nH]n(-c2ccccc2)c1=O)C(F)(F)F (stereo not drawn)	/	/	0.5
Cc1ccc2c(c1)CCCN2N=O	/	/	-6.8
O=c1c2ccccc2nc(-c2ccc(Cl)cc2Cl)n1-c1ccncc1	/	/	4.1
C[N+]12CN3CN(CN(C3)C1)C2	/	/	3.6
COc1ccccc1N1CCN(Cc2ccccc2F)CC1	/	/	-1.8
N[C@@H](Cc1c[nH]c2ccccc12)c1nnc(SCc2ccc(F)cc2)o1	/	/	-1.5
O=C(N/N=C1/CN2CCC1CC2)c1cc2ccccc2cc1O	/	/	2.1
O=c1[nH]c(=O)n(CCC2=CCCCC2)c(O)c1C=NCc1cccnc1	/	/	1.1
Cc1nn(C)cc1/C=C1/CC2C3CC=C4CC(O)CCC4(C)C3CCC2(C)C1=O (stereo not drawn)	/	/	-0.6
Cc1cc(C=C2C(=O)N(C)C(=S)N(C)C2=O)c(C)n1C1CCCCC1	/	/	-4.9
CCC(C)NC(=O)c1c(N)n(CCCOC)c2nc3ccccc3nc12 (stereo not drawn)	/	/	-4.9
Cc1cc(C(=O)N=Nc2c(O)n(C)c3ccccc23)c(C)o1	/	/	48.8
Cc1sc2c(c1C)C(c1ccc(C(C)(C)C)cc1)=NCC(=O)N2CC(=O)Nc1nccs1	/	/	4.8
O=C(CNS(=O)(=O)c1cccs1)N1CCC2(CC1)OCCO2	/	/	-3.6
COc1ccc(-n2c(=O)[nH]c3ccccc3c2=O)c(OC)c1	/	/	-7.0
Cn1c(O)c(C(c2ccccn2)c2c(O)n(C)c(=S)[nH]c2=O)c(=O)[nH]c1=S	/	/	3.4
CCCC(C)C1(CC)C(=O)NC(=Nc2ccccc2)NC1=O (stereo not drawn)	/	/	-15.2
COc1ccc2c(c1)CC1(CN2C)C(=O)NC(=O)N(c2ccc(C)cc2)C1=O (stereo not drawn)	/	/	7.7
CCC(=NCCN1CCOCC1)c1c(O)n(-c2ccccc2C)c(=O)[nH]c1=O	/	/	-17.8
COc1ccc(C2SCC(=O)Nc3c2c(=O)[nH]n3C2CCCCC2)cc1 (stereo not drawn)	/	/	0.5
Cc1ccc(S(=O)(=O)N2CC3CC(C2)c2cccc(=O)n2C3)cc1 (stereo not drawn)	/	/	1.7
CCCCCCn1c(O)c(C=NCCN2CCCCC2)c(=O)[nH]c1=O	/	/	3.7
CCCc1nc2ccccc2c(=O)n1-c1ccc(OC)cc1	/	/	-1.4
CC(Cc1ccccc1)[n+]1cc(/N=C(\[O-])Nc2ccccc2)on1 (stereo not drawn)	/	/	-1.9
CC(C)(C)NC(=O)Cn1cc(C(=O)c2ccccc2F)c2ccccc21	/	/	-4.9
Cc1cc(OCC(=O)O)c2c3c(c(=O)oc2c1)CCCC3	/	/	-1.9
CCCCn1c(=O)c(C(=O)Nc2cnccn2)c(O)c2ccccc21	/	/	2.4
Cc1ccc(C2(O)CCN3CCCCC32)cc1 (stereo not drawn)	/	/	-4.3
N=C1c2ccccc2CN1NC(=O)c1ccc(F)cc1	/	/	-6.3
C=CCn1c(O)c(C(C)=NCc2ccco2)c(=O)[nH]c1=O	/	/	-15.9
COCCCN1CCN(c2nnc3n2-c2sc(Br)cc2C(c2ccccc2Cl)=NC3)CC1	/	/	-7.5
CN1C2CCC1CC(OC(=O)c1ccc(Cl)cc1)C2 (stereo not drawn)	/	/	-2.9
COc1ccc(OCCSc2nnnn2C2CCCCC2)cc1	/	/	4.4
Cc1ccc2cccc(OC(=O)N(C)c3ccccc3)c2n1	/	/	10.0
CCC(=NCCN1CCCCC1)c1c(O)n(C)c(=O)n(C)c1=O	/	/	-3.4
C=CCn1c(O)c(C(CC)=Nc2ccc(N(CC)CC)cc2)c(=O)[nH]c1=O	/	/	-0.3
O=c1[nH]c(=O)n(CCc2ccccc2)c(O)c1C=NCc1ccc2c(c1)OCO2	/	/	2.1
CCCC1=C(C(=O)OCC)C2(C(=O)Nc3ccccc32)C(C#N)=C(N)O1 (stereo not drawn)	/	/	7.5
O=c1c2ccccc2[nH]c(=S)n1-c1ccc2c(c1)OCO2	/	/	4.2
COC(=O)C1=C(c2cc3ccccc3s2)C[C@@H]2CC[C@H]1N2C(=O)NC1CC1	-1.6	/	-9.2
CCCNC(=O)N1[C@H]2CC[C@@H]1C(C(=O)OC)=C(c1ccc(S(C)(=O)=O)cc1)C2	-2.9	/	-4.3
CC(NCc1cccc(Cl)c1Cl)C(O)c1ccccc1 (stereo not drawn)	-0.1	/	-13.5
COC(=O)C1=C(c2ccccc2)C[C@@H]2CC[C@H]1N2C(=O)NCc1ccccc1	-0.9	/	-4.2

3 compounds already listed, sorted by heavy-atom count, highest first.
Compound	CFTR F508del cor	DENV2 CPE rescue	miR122 inh
COC(=O)C1=C(c2ccc(F)cc2F)C[C@@H]2CC[C@H]1N2C(=O)NCCOc1ccc(OC)cc1	/	/	3.2
O=c1[nH]c(=S)n(CCC2=CCCCC2)c(O)c1C=NCCCn1ccnc1	/	/	-7.2
COC(=O)C(O)(c1c(C)[nH]n(-c2ccccc2)c1=O)C(F)(F)F (stereo not drawn)	/	/	0.5

Continued.
Compound	CFTR F508del cor	DENV2 CPE rescue	miR122 inh
C[C@H]1CN([C@@H](C)CO)C(=O)CCCn2cc(nn2)CO[C@H]1CN(C)C(=O)Oc1cccc2ccccc12	2.3	/	6.3[16.7 µM]
CCOC(=O)CCCCCNC(=O)c1c(O)[nH]c(=O)[nH]c1=O	-3.1	/	-3.5
COC(=O)C1=C(c2cc3ccccc3o2)C[C@@H]2CC[C@H]1N2C(=O)NCc1cccc2ccccc12	3.7	/	7.0
Cc1ccccc1NP(=O)(Oc1ccccc1F)Oc1ccccc1F	0.7	/	2.9
COC(=O)[C@H]1[C@H](CO)[C@H]2Cn3c(ccc(-c4cccc(C(=O)N(C)C)c4)c3=O)[C@@H]1N2C(=O)NC(C)C	-2.0	/	-4.2[16.7 µM]
COC(=O)[C@@H]1[C@@H](CO)[C@@H]2Cn3c(ccc(-c4ccccc4)c3=O)[C@H]1N2C(=O)c1ccccc1F	0.3	/	-2.0[16.7 µM]
CCCNC(=O)[C@H]1[C@H](CO)[C@H]2Cn3c(cccc3=O)[C@@H]1N2CCC	-1.8	/	5.6[16.7 µM]
C[C@H](CO)N1C[C@H](C)[C@H](CN(C)C(=O)Oc2cccc3ccccc23)OCc2cn(nn2)CCCC1=O	-2.0	/	4.4[16.7 µM]
O=C1N[C@H](Cc2ccccc2)C(=O)N2[C@@H]3[C@H](C[C@@H]12)c1ccccc1N3OOSc1ccccc1	0.8	/	18.5
COC(=O)C1=C(c2cc3ccccc3s2)C[C@@H]2CC[C@H]1N2C(=O)NCc1ccco1	-0.9	/	-7.7
O=C(Cc1ccccc1)N1CCCCN2[C@H](CO)[C@H](c3ccc(-c4ccccc4)cc3)[C@H]2C1	-1.1	/	-4.7[16.7 µM]
COC(=O)C1=C(c2ccc(S(C)(=O)=O)cc2)C[C@@H]2CC[C@H]1N2C(=O)NCc1ccc(F)cc1	-4.6	/	-1.8
O=C(C1CC1)N1C[C@@H]2N[C@H](C1)C2c1ccc(-c2cncnc2)cc1 (stereo partly drawn)	-1.5&1.6	?	/

Record cards, from the list above. Order of screens: CFTR F508del cor	DENV2 CPE rescue	miR122 inh
COC(=O)C1=C(c2cc3ccccc3s2)C[C@@H]2CC[C@H]1N2C(=O)NCc1ccco1 as listed: -0.9	/	-7.7
O=C1N[C@H](Cc2ccccc2)C(=O)N2[C@@H]3[C@H](C[C@@H]12)c1ccccc1N3OOSc1ccccc1 as listed: 0.8	/	18.5
